Vc quorum ag: inducers of Vibrio cholerae quorum light production without autoinducers, primary screen, BH1578 luxS cqsA deficient, single point | activation, % at 18.7 µM | V. cholerae BH1578 lux reporter, luminescence, 6 h | 0.16% of 350,000 active; in the data active = activation mostly above about 9.7%, no sharp cut-off; also: not every result past the cut was called active; inactives centre near 0; reference of the scale not given here
UGM FP inh: M. tuberculosis UGM enzyme inhibitors, primary screen, biochemical, fluorescence polarization, single point. UDP-galactopyranose mutase (Mycobacterium tuberculosis (strain ATCC 25618 / H37Rv)), …. purified UGM, fluorescence polarization probe displacement. inhibition, % at 10 µM. 0.06% of 320,000 active; in the data active = inhibition above about 10%, passing the limit was not always enough
Target sequence (P9WIQ1 whole entry, looked up): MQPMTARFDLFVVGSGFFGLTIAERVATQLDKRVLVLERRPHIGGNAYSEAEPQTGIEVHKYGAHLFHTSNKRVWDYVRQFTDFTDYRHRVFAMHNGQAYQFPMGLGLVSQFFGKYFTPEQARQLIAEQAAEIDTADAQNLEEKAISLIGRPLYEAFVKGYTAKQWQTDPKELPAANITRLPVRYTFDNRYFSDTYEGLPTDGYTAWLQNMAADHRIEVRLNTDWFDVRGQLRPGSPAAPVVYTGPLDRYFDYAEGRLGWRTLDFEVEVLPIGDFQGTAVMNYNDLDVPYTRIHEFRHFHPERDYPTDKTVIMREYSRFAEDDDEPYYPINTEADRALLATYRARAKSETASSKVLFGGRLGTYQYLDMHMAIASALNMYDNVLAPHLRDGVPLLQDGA
Mtb BioA inh: M. tuberculosis BioA enzyme inhibitors, primary screen, biochemical, plate reader, single point, HTS; 7,8-diaminopelargonic acid synthase BioA (Mycobacterium tuberculosis); purified M. tuberculosis BioA enzyme; 0.096% of 360,000 active; inhibition, % at 9.99 µM; in the data active = inhibition above about 40%
Yp Topo-I inh: Yersinia pestis topoisomerase I inhibitors, primary screen, biochemical, cleavage product accumulation, plate reader, single point; DNA topoisomerase I (Yersinia pestis CO92); Y. pestis Topo-I cleavage product accumulation; activity, % at 10 µM; 0.064% of 360,000 active; AID 504884, 2011; in the data active = activity above about 50%, passing the limit was not always enough; also: inactives centre near 2
FBA Mtb inh: Mtb FBA enzyme inhibitors, primary screen, biochemical, fluorescence, strain H37Rv; Fructose-bisphosphate aldolase (Mycobacterium tuberculosis (strain ATCC 25618 / H37Rv)), …; purified M. tuberculosis FBA, fluorescence read-out; inhibition, % at 1 µM; 2.3% of 360,000 active; AID 588726, 2011; in the data active = inhibition above about 27%;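 also: 0% = vehicle and 100% = reference inhibitor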
Target sequence (P9WQA3 whole entry, looked up): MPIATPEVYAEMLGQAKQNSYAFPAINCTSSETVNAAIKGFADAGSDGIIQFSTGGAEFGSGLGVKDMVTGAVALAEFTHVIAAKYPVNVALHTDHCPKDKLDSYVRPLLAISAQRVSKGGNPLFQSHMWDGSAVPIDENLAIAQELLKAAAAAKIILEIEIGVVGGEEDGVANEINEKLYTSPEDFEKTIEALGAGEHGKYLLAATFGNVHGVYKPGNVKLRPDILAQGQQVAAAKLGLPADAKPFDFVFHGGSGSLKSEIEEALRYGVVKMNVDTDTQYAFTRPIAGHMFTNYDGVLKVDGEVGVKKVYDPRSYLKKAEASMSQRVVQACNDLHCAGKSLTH
TcdB GH inh: TcdB glycohydrolase inhibitors, primary screen, biochemical, single point, plate reader; Toxin B (Clostridioides difficile), P18177; TcdB glycohydrolase enzymatic assay; inhibition, % at 9.99 µM; 0.24% of 350,000 active; AID 652162, 2013; in the data active = inhibition above about 10%
PfHsp40 rescue: rescue of yeast from PfHsp40 toxicity, primary screen, S. cerevisiae, ATP luminescence. 0.68% of 340,000 active. S. cerevisiae expressing PfHsp40, growth rescue. growth rescue, % at 12.5 µM. AID 504582, 2011; in the data active = growth rescue above about 28%, passing the limit was not always enough;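 also: yeast W303a lacking pdr1 and pdr3 grown in galactose medium; growth measured after three days at 30 °C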
FadD28 binding: inhibitors of FadD28 bisubstrate probe binding, primary screen, biochemical, fluorescence polarization, single point; 0.22% of 360,000 active; Mycobacterium tuberculosis FadD28 fatty-acid-AMP ligase; inhibition, % at 12.5 µM; in the data active = inhibition above about 8.5%, passing the limit was not always enough
GDH-TPI counter: GDH-TPI coupling enzyme inhibitors, primary screen, artefact control for M. tuberculosis FBA inhibitor project, biochemical, absorbance, full deck | inhibition, % at 4.8 µM | 1.2% of 360,000 active | GDH-TPI coupled enzyme counterscreen, NADH absorbance; in the data active = inhibition above about 30%;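 also: 0% = DMSO wells and 100% = wells lacking the enzyme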
* marks the source's active call; other numbers are inactive results; i = inactive; . = no result given.

A first look (5 entries):
SMILES | Vc quorum ag | UGM FP inh | Mtb BioA inh | Yp Topo-I inh | FBA Mtb inh | TcdB GH inh | PfHsp40 rescue | FadD28 binding | GDH-TPI counter
CCOC(=O)c1cc2c(C)[nH]c(C)c2cc(C(=O)OCC)c1=O | -0.5 | 0.8 | . | 0.5 | 5.2 | 0.2 | -1.2 | 0.8 | 13.9
CCOC(=O)N1CCN(c2ccc(S(=O)(=O)N3CCOCC3)cn2)CC1 | -3.4 | 2.0 | 0.3 | 5.4 | 1.2 | -0.6 | -1.0 | . | 7.6
Cc1cc(NCCCn2ccnc2)n2nc(C)c(-c3ccccc3)c2n1 | i | 0.3 | 1.1 | 13.1 | -0.1 | . | 0.4 | -3.8 | 7.8
Nc1ccccc1Sc1ccccc1[N+](=O)[O-] | -0.3 | -5.0 | . | -2.4 | 0.3 | . | 3.6 | -0.6 | 9.6
CSc1ccccc1C(=O)N1CCCCC1 | i | -1.7 | . | 1.5 | 5.0 | 1.7 | 0.3 | -0.1 | 2.8

Main list, previewed entries included:
SMILES | Vc quorum ag | UGM FP inh | Mtb BioA inh | Yp Topo-I inh | FBA Mtb inh | TcdB GH inh | PfHsp40 rescue | FadD28 binding | GDH-TPI counter
CCOC(=O)c1cc2c(C)[nH]c(C)c2cc(C(=O)OCC)c1=O | -0.5 | 0.8 | . | 0.5 | 5.2 | 0.2 | -1.2 | 0.8 | 13.9
CCOC(=O)N1CCN(c2ccc(S(=O)(=O)N3CCOCC3)cn2)CC1 | -3.4 | 2.0 | 0.3 | 5.4 | 1.2 | -0.6 | -1.0 | . | 7.6
Cc1cc(NCCCn2ccnc2)n2nc(C)c(-c3ccccc3)c2n1 | i | 0.3 | 1.1 | 13.1 | -0.1 | . | 0.4 | -3.8 | 7.8
Nc1ccccc1Sc1ccccc1[N+](=O)[O-] | -0.3 | -5.0 | . | -2.4 | 0.3 | . | 3.6 | -0.6 | 9.6
CSc1ccccc1C(=O)N1CCCCC1 | i | -1.7 | . | 1.5 | 5.0 | 1.7 | 0.3 | -0.1 | 2.8
N#C/C(C(=O)NCc1ccco1)=C1/SC=C(c2ccccc2)N1c1ccccc1 | -0.1 | 3.1 | -1.5 | -0.4 | -2.0 | . | -0.3 | -1.3 | 8.7
COc1cccc(-n2nnc3c(=O)n(CC(=O)Nc4cc(C)on4)cnc32)c1 | 0.5 | -3.3 | . | 4.5 | 4.7 | 0.8 | -0.2 | -1.3 | 6.0
O=C(CCC(=O)N1C[C@H]2C[C@@H](C1)c1cccc(=O)n1C2)NCc1ccc(F)cc1 | -0.3 | 1.1 | 3.0 | 2.8 | 1.6 | -0.2 | -0.3 | -3.3 | -6.9
CC1CCN(c2ccccc2NC(=O)c2cc3ccccc3o2)CC1 | 97.2* | -0.1 | 0.6 | 11.0 | 2.2 | -1.3 | 0.6 | 0.1 | 4.9
CCC(C)(C)NC(=O)C(c1ccc(C)o1)N(Cc1cccs1)C(=O)Cn1nnc2ccccc21 (stereo unspecified) | -0.1 | 1.2 | -1.6 | 18.0 | -2.0 | . | -0.4 | 0.2 | -5.0
O=C(O)/C=C/c1ccc(O)c(O)c1 | 0.3 | -1.2 | 1.1 | -12.7 | -0.7 | 4.0 | -0.2 | -1.9 | 18.1
COc1cc(C(=O)Nc2sc(C(=O)N3CCOCC3)c(C)c2C#N)cc(OC)c1OC | i | 3.4 | 0.4 | 0.7 | 2.3 | . | -0.9 | -1.1 | 21.1
O=CC(=O)c1ccccc1 | 0.5 | 1.9 | 0.3 | 7.4 | 2.7 | -1.0 | 0.8 | 1.8 | 2.8
COc1ccc(C(=O)Nc2ccc3oc(-c4cccnc4)nc3c2)cc1OC | i | -1.8 | . | 13.2 | 4.7 | -0.2 | -0.5 | -0.5 | 4.7
CCOC(=O)c1ccccc1NC(=O)CN(c1ccccc1)S(=O)(=O)N(C)C | i | -5.1 | -0.5 | -6.0 | 0.8 | . | 0.3 | -2.3 | -1.8
CCCCC(O)(CCCC)C(=O)NN(C(=O)OC)c1ccc(C)cc1 | -0.7 | -1.1 | -1.9 | -3.3 | 2.0 | -0.7 | 1.1 | -0.1 | 1.5
O=C(Nc1nc2ccccc2[nH]1)C1CC(=O)N(c2ccc3c(c2)OCCO3)C1 (stereo unspecified) | 3.6 | 1.9 | 5.0 | 7.0 | -0.1 | . | 1.2 | -5.4 | -1.5
COc1ccc2nc(NC(=O)CCc3ccc(OC)c(OC)c3)sc2c1 | -1.2 | -1.0 | -1.5 | 0.0 | -1.0 | 0.9 | 2.2 | -2.5 | -0.3
CC1Cc2ccccc2N1C(=O)CCS(=O)(=O)c1cccs1 (stereo unspecified) | -6.7 | 2.8 | 2.3 | -4.0 | 1.7 | . | 0.5 | -2.2 | 8.3
O=C(NCCCN1CCCC1=O)c1ccc(Cl)c(Cl)c1 | -0.2 | 0.3 | 1.9 | 5.4 | 0.6 | 1.7 | -0.8 | -3.4 | 3.7
CCN1C(=O)c2cccc3c(NC(=O)c4ccc(OC)c(OC)c4)ccc1c23 | -0.4 | -4.4 | 4.0 | 23.8 | -1.6 | 1.7 | -0.9 | -2.0 | 9.4
CCCCc1nnc(NC(=O)CSc2nc(N)cc(=O)[nH]2)s1 | 0.3 | -0.5 | . | 6.3 | 1.2 | 1.1 | 2.3 | -0.9 | -0.6
CC(C)C(=O)Nc1ccccc1C(=O)OCC(=O)c1ccc2c(c1)OCCO2 | i | -0.5 | . | 14.2 | 0.2 | . | 1.0 | 0.3 | -3.0
O=C(NC1CCCCC1)c1cc(C2CC2)nn1-c1ccccc1 | -2.6 | . | -0.6 | 21.9 | 0.8 | -1.3 | 0.0 | -4.2 | -1.4
Cc1ccc(NC(=O)COc2ccc(C(=O)c3ccccc3)cc2)c(O)c1 | -0.2 | -0.6 | -4.3 | -10.0 | 1.4 | 1.1 | 0.6 | 3.3 | 11.3
Next section.
SMILES | Vc quorum ag | UGM FP inh | Mtb BioA inh | Yp Topo-I inh | FBA Mtb inh | TcdB GH inh | PfHsp40 rescue | FadD28 binding | GDH-TPI counter
COc1cc(C#Cc2c(-c3cncn3C)n(C)c3ccc(-c4ccc(OC)c(OC)c4)cc23)cc(OC)c1 | -8.3 | 1.2 | -0.6 | 10.1 | 24.4 | . | 6.1 | 2.5 | 4.4
Cc1ccc(SCCC(=O)Nc2cccc(N(C)S(C)(=O)=O)c2)cc1 | -0.4 | 1.0 | 1.7 | 20.8 | -1.0 | . | -0.5 | 0.1 | 2.4
O=C1CSC(c2cccc([N+](=O)[O-])c2)N1c1ccc(O)cc1 (stereo unspecified) | i | 0.9 | . | -3.1 | 1.7 | 0.8 | 0.0 | -2.7 | -0.9
CCOC(=O)c1cc(CC)sc1NC(=O)Cc1ccsc1 | -0.9 | 2.7 | 0.6 | -2.5 | -8.7 | . | 1.5 | -2.5 | 1.2
CCOC(=O)C1CCN(C(=O)CCCN2C(=O)c3ccccc3C2=O)CC1 | 5.0 | -2.4 | 0.5 | -7.0 | -7.4 | . | -1.2 | -2.7 | -7.1
O=C(OCCOc1ccccc1Cl)c1ccc(-n2cnnn2)cc1 | -0.1 | 0.5 | 0.5 | 9.0 | 2.4 | . | 0.3 | 3.4 | 1.0
O=C(Oc1ccc(Cl)cc1)c1ccc(N2CCOCC2)c([N+](=O)[O-])c1 | 0.0 | -2.8 | 1.0 | -8.3 | 1.1 | -0.5 | 0.3 | -2.5 | 0.7
CCN(CC)S(=O)(=O)c1ccc(C(=O)Oc2ccc3c(c2)OCO3)cc1 | -0.6 | 2.0 | 1.2 | 18.2 | -2.6 | . | -0.2 | -0.7 | 5.9
Fc1ccccc1Nc1n[nH]c(=S)s1 | i | 1.7 | . | 3.7 | -2.5 | 10.0* | -1.3 | -0.6 | 16.1
Cc1cc(C(=O)COC(=O)c2ccc(NC(=O)CC#N)cc2)c(C)n1CCc1ccc(F)cc1 | -1.1 | -0.4 | -2.8 | 4.2 | -1.2 | 0.1 | -0.1 | -4.9 | 11.7
Clc1cccc(-c2cc3nc4c(c(NCc5ccco5)n3n2)CCCC4)c1 | -4.2 | 0.8 | 0.1 | 2.3 | 7.0 | . | 1.1 | -2.7 | -2.6
Cc1ccc(NC(=S)NCCC2=CCCCC2)cc1 | -0.4 | -0.2 | 2.5 | 4.2 | 1.2 | 0.2 | 1.1 | -2.0 | 13.4
Cc1ccccc1NC(=S)N(CCc1c(C)[nH]c2ccc(F)cc12)Cc1cccnc1 | -0.2 | 0.1 | . | -3.3 | -0.5 | 2.2 | -0.2 | 0.4 | -0.3
Cc1ccc(NC(=O)c2ccccc2OCC(=O)c2ccc(F)cc2)cc1 | -0.5 | -0.7 | -1.0 | 26.8 | -1.0 | . | -1.1 | -0.2 | 11.6
Cc1cc(Cl)ccc1NC(=O)CSc1nnc(Cc2cccs2)n1Cc1ccco1 | i | 2.5 | -1.7 | 11.7 | -0.5 | . | 0.3 | -3.5 | -2.8
COc1ccc(/C(N)=N/OC(=O)CSc2ccccc2)cc1OC | i | -1.7 | -2.5 | -5.9 | 3.5 | . | -0.3 | -0.4 | -0.8
COc1ccc(-n2nc(C(=O)NCC(=O)Nc3cc(OC)c(OC)c(OC)c3)c3ccccc3c2=O)cc1Cl | -0.2 | 3.4 | 0.8 | 9.3 | -1.4 | -1.3 | 0.8 | -1.4 | 1.9
C=C(C)C1CC=C(C)/C(=N/NC(=O)c2ccccc2[N+](=O)[O-])C1 (stereo unspecified) | i | -0.2 | . | -14.3 | -1.2 | 1.5 | 0.2 | -4.6 | -1.9
O=C(Cc1ccc(Br)cc1)NNC(=O)c1cccs1 | i | 0.9 | 1.8 | -2.7 | -3.3 | -0.9 | 0.6 | -4.5 | -3.0
Cn1c2c(c(=O)n(C)c1=O)CN(Cc1ccccc1)CN2 | . | . | 0.5 | . | 2.6 | 0.9 | . | -3.3 | .
C=CCC1(CC=C)CCCN1C(=O)c1cc(COc2ccc(C)nc2)on1 | -2.5 | -1.9 | 3.4 | 27.0 | 0.5 | 1.3 | 0.1 | -1.9 | 3.5
O=C(COc1ccc(NC(=O)c2ccccc2[N+](=O)[O-])cc1)c1ccc(F)cc1 | i | -1.0 | -0.1 | -4.5 | 0.8 | -1.0 | -0.2 | 2.7 | -2.5
COc1ccc(Cc2nnc(NC(=O)Nc3ccccc3OC)s2)cc1 | 1.2 | -1.3 | -0.3 | 5.4 | -0.4 | -0.2 | -0.5 | 1.2 | 14.7
Cc1ccc2c(COC(=O)CNC(=O)c3ccccc3)cc(=O)oc2c1 | -6.2 | 3.2 | . | -3.5 | 8.2 | 1.4 | -0.3 | -0.4 | 11.9
C/C(Cn1nnc2ccccc21)=N\NC(=O)c1ccc(Br)cc1 | -0.3 | -4.1 | . | 1.1 | 1.1 | 0.2 | -1.0 | -1.1 | -1.9
COc1ccc(OC)c(Nc2nc(-c3ccncc3)nc3ccccc23)c1 | 1.9 | 0.0 | 1.2 | -2.2 | 6.4 | 1.7 | -1.0 | -0.3 | 15.5
CCOC(=O)C1=C(c2ccccc2)NC(=O)NC1c1cc(Br)c(O)c(OC)c1 (stereo unspecified) | -0.6 | -2.8 | -1.9 | 17.3 | 2.6 | -1.7 | -0.8 | -1.5 | 2.2
COc1ccc(Cn2nnnc2CN(Cc2cc3ccc(C)cc3[nH]c2=O)C2CCCC2)cc1 | -0.8 | 0.7 | 0.1 | 25.0 | -0.3 | . | 0.4 | -6.2 | 13.3
O=C(NCCNC(=O)c1ccco1)c1ccc(Cl)c(Cl)c1 | -0.2 | -0.1 | -0.5 | -4.9 | -1.4 | -0.4 | -0.6 | -0.2 | -3.7
COc1cc(C(=O)Nc2ccccc2N2CCN(S(C)(=O)=O)CC2)cc(OC)c1OC | i | -0.5 | 2.0 | 11.1 | 0.0 | . | 1.1 | -0.4 | 1.9
